Screening results from PubChem.
KLF5 inhibitor: suppresses KLF5 promoter-driven expression; AID 1700; DLD-1 KLF5 promoter-luciferase reporter, luminescence; actives 0.23% (n = 290,000); inhibition, % at 5 µM;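 active means inhibition above a per-plate limit of that plate's mean compound inhibition plus 3 SD, cut at about 60% in these data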;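 further: 0% = DMSO wells and 100% = LY294002 at 200 µM; higher means less KLF5 promoter-driven luciferase light; inactives centre near -14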
AI-2 QS mod: modulates the Vibrio harveyi AI-2 quorum sensing system; Vibrio harveyi JMH597 AI-2 luminescence/OD600 ratio, 9 h; active compounds read low; strain lacks LuxN and CqsS sensors; 0 = neutral-control median; activity change, % at 7.5 µM; actives 0.4% (n = 300,000); AID 2094; in the data active means activity change below about -75%, passing the limit was not always enough; inconclusive means no clear call, values can overlap the other calls;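 further: luminescence divided by OD600 gain over 9 h not by final OD600 alone; inactives centre near 13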
IEC-6 cytotox: IEC-6 cytotoxicity, counter-screen for KLF5 inhibitors; luminescence viability; inhibition, % at 5 µM; actives 0.78% (n = 290,000); AID 1825; in the data active means inhibition above about 22%;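 further: 0% = plate median of test compound wells and 100% = cytotoxic reference compound wells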
HIF activator: HIF pathway transcriptional activation; U2OS HRE-luciferase reporter, luminescence; normalized: DMSO 0%, desferrioxamine 100%; activation, % at 7.5 µM (by protocol); actives 0.32% (n = 300,000); AID 1910;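 active means mean activation of at least 10% of the iron chelator positive control signal, with at least half of replicates also reaching 10%; inconclusive means mean and replicate majority disagree about reaching 10%; inactive means mean and most replicates under 10%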
HSP90 refold inh: inhibitors of HSP90 luciferase refolding in rabbit reticulocyte lysate; AID 1789; luciferase refolding luminescence, 3 h; inhibition, % at 5.6 µM; actives 0.91% (n = 290,000);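 active means inhibition above the screen-wide mean plus 3 SD, computed separately per campaign, cut at about 16% in these data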;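 further: 0% = DMSO wells and 100% = 60 µM geldanamycin wells; inhibitors lower the luminescence because luciferase stays unfolded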
aSyn 5UTR inh: MLPCN primary screen, SNCA 5' untranslated region. alpha-synuclein 5'UTR reporter, inhibitor activity. inhibition, % (tested at 7.5 µM). actives 0.82% (n = 300,000); in the data active means inhibition above about 60%; inconclusive means no clear call, values can overlap the other calls;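 further: H4 neuroglioblastoma cells stably carrying SNCA 5'UTR luciferase fusion; 0% = DMSO wells and 100% = positive control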
HSF1 activator: increases HSF-1 driven luciferase reporter signal | actives 1.7% (n = 300,000) | AID 504408 | NIH3T3-HGL HSF-1 luciferase reporter, MG132, 8 h; 100% = twice DMSO control signal | activation, % at 9 µM;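 active means mean replicate activation of at least 50% with a set share of replicates each reaching 50%; inconclusive means only one of those two conditions met; inactive means mean below 50% and too few replicates reaching it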;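 further: 0% = median of the neutral control wells and 100% = twice that signal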
GSK3 alpha inh: human GSK-3 alpha kinase inhibition; actives 0.1% (n = 320,000); inhibition, % at 10 µM; AID 2650; ADP-Glo luminescence, 60 min; P49840;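 in the data active means inhibition above about 50%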;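 further: GST-tagged GSK-3 alpha with peptide substrate and 25 µM ATP; 0% = DMSO neutral wells and 100% = GW8510 positive control wells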
Target sequence (P49840 whole entry, looked up): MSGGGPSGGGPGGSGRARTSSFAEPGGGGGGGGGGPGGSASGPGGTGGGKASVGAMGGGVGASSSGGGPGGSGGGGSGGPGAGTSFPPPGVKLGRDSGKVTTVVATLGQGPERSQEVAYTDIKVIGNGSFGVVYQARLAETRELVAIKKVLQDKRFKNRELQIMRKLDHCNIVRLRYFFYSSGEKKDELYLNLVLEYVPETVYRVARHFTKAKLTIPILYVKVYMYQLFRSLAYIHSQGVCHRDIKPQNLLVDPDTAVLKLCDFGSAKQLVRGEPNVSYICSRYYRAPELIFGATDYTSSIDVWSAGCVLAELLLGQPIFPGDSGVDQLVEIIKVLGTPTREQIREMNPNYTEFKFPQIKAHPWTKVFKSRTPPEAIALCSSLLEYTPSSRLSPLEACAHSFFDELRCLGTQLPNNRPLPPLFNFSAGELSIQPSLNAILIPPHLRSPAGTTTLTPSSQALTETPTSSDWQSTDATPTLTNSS
GSK3beta inhib: human GSK3beta kinase inhibition | GST-GSK3beta kinase, ADP-Glo luminescence, 60 min; active compounds read low | P49841 | activity score (negative = inhibition), % at 10 µM | AID 2097 | actives 0.038% (n = 300,000);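 active means more than half of replicate wells score below -50%, meaning over 50% inhibition versus plate controls; inconclusive means some replicates but at most half score below -50%; inactive means no replicate scores below -50%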;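 further: 0% = median DMSO wells and -100% = median GW8510 positive control wells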
Target sequence (P49841 whole entry, looked up): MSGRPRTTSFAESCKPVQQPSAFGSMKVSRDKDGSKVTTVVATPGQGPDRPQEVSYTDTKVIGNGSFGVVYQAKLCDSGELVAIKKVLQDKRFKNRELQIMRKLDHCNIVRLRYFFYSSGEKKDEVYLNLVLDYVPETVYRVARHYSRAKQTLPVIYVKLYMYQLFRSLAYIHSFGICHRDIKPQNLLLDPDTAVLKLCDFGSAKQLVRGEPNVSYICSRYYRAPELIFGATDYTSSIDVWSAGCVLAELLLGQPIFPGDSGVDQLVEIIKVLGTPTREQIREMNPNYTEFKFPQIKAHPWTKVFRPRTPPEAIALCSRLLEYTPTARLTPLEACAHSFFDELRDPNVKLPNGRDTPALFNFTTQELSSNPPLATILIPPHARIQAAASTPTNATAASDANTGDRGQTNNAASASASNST
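Test system: GST-fused GSK3beta enzyme, cell-free | Quantity: 1.6 ng GST-GSK3beta enzyme per well | Reagent: 25 µM ATP with peptide substrate | Schedule: 60 min enzyme reaction, room temperature | Signal: Luminescent ADP-Glo measurement of ADP formed | Read-out basis: Score relative to plate controls | Control set: DMSO and 20 µM GW8510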
HSF1 inhib: HSF1 inhibition | NIH3T3-HGL HSE-luciferase, MG132-induced, luminescence 8 h; active compounds read low | AID 2098 | actives 0.77% (n = 300,000) | activity change, negative = inhibition, % at 7.5 µM (by protocol);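 active means more than half of replicate wells show activity change below -50%, luminescence cut by over half; inconclusive means some wells, but at most half, below -50%; inactive means no replicate well below -50%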;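 further: luciferase reports HSF-1 transcriptional activity via heat shock element; 0% = median of DMSO wells and -100% = zero luminescence signal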
* marks the source's active call; other numbers are inactive results; ? = inconclusive; · = no result given. Random draw from the library; any-hit rate near 4.7%.

SMILES	KLF5 inhibitor	AI-2 QS mod	IEC-6 cytotox	HIF activator	HSP90 refold inh	aSyn 5UTR inh	HSF1 activator	GSK3 alpha inh	GSK3beta inhib	HSF1 inhib
Cc1cc(NC(=O)CCCn2ccc([N+](=O)[O-])n2)n(Cc2ccc(F)cc2)n1	-5	2	0	0.4	-2	23	14	-2	0	-3
COc1cccc(OCCn2cc(C=O)c3ccccc32)c1	-14	22	7	-16	2	30	?	2	-3	4
Cc1ccc(C(=O)NCCNC(=O)c2ccc(C)o2)o1	-36	-5	6	0.5	-2	12	36	0	0	-2
COc1ccccc1CCNC(=O)c1cnn2c(C(F)F)cc(C)nc12	-27	-5	4	-0.2	6	11	-36	7	-3	-17
COc1ccccc1N1CCN(C(=O)CCc2c[nH]c3ccccc23)CC1	-5	0	5	0.3	2	19	12	-4	0	-11
C=CCn1c(SCc2nc3ccccc3c(=O)[nH]2)nc2scc(C3CC3)c2c1=O	-17	21	0	-0.3	1	1	-10	0	-2	3
Cc1nc2nc(CC(=O)O)[nH]n2c(=O)c1[N+](=O)[O-]	-9	3	-2	0.0	0	2	4	0	1	-5
Cc1cc(C(=O)Nc2cccc([N+](=O)[O-])c2C)cs1	-9	36	-4	1.1	-2	-30	11	2	1	5
O=C(NNS(=O)(=O)c1ccc2ccccc2c1)c1cccnc1	-3	47	2	0.2	4	-5	0	0	4	-7
CCOC(=O)c1sc(=NC(=O)c2ccccc2Br)n(C)c1C	-134	21	-4	5.7	0	-101	39	-3	1	26
Cc1nn(C)cc1C(C)NC(=O)c1cc(COc2ccc(F)c(F)c2)on1 (centres undefined)	-23	-2	4	0.5	-1	-13	-25	-4	0	-13
COc1ccccc1NC(=O)N(CCN1CCCC1)Cc1cc2cc(C)ccc2[nH]c1=O	-16	-1	-4	-0.1	1	-27	16	-1	0	-1
COC(=O)C1=C(N)OC2=C(C(=O)CC(C)(C)C2)C1c1cccs1 (centres undefined)	-28	12	3	-0.5	6	3	12	-5	-2	-7
CCn1cc(/C=C(\NC(=O)c2ccc(OC)c(OC)c2)C(=O)NCCN2CCOCC2)c2ccccc21	-23	2	-2	-0.7	-7	-5	1	0	-1	-1
NS(=O)(=O)c1ccc(CNC(=O)c2cnccn2)cc1	-11	15	-6	0.3	6	-3	-65	0	3	-54*
CCOC(=O)c1c(C)[nH]c(C(=O)N/N=C/c2ccc(OC)c(OC)c2)c1C	36	8	62*	1.2	2	-9	-9	-2	4	-8
COc1ccc(-c2nnc(SC)n2C)cc1	0	13	-1	0.4	0	-26	12	4	-7	3
O=C(CN1C(=O)C2CCCCC2C1=O)Nc1nc(-c2ccc(F)cc2)cs1 (centres undefined)	·	-13	·	0.1	·	-3	5	-2	2	5
Cc1ccc(S(=O)(=O)N2CCCC(C)C2)cc1 (centres undefined)	4	0	2	-0.5	9	-41	-13	0	-5	-3
CCCCNCC1C(Oc2ccc(Cl)cc2)C(=O)N1c1ccccc1C (centres undefined)	-37	10	-4	-0.2	-1	2	-4	0	2	0
O=C(Nc1ccc(F)cc1)c1ccc(CN2CCc3ccccc3C2)cc1	-17	12	-1	0.5	2	-24	5	-2	2	-4
c1c2c(cc3sc(N4CCOCC4)nc13)OCCO2	9	11	9	-3.2	62*	94*	-2	-1	-28	0
CCOC(=O)C(=O)N1CCC(Cc2ccccc2)CC1	-14	14	-4	-0.3	-3	-4	3	0	3	-6
Cc1cc2n(n1)SC(Nc1cccc3ccccc13)N2 (centres undefined)	-62	9	12	3.0	1	-94	?	13	3	41
CC1=C(C(N)=O)C(c2cccs2)NC(=O)N1 (centres undefined)	-48	15	-4	0.1	5	16	-41	-2	3	-27

Next part
SMILES	KLF5 inhibitor	AI-2 QS mod	IEC-6 cytotox	HIF activator	HSP90 refold inh	aSyn 5UTR inh	HSF1 activator	GSK3 alpha inh	GSK3beta inhib	HSF1 inhib
Cn1c2ccccc2c2c(C(=O)NCC3CCCO3)cn(C3CCCC3)c(=O)c21 (centres undefined)	-30	24	-1	-0.3	-3	0	23	1	3	-1
O=C(COC(=O)c1ccc(-c2ccccc2)cc1)Nc1ccccc1-c1ccccc1	4	10	0	-0.4	-5	5	-2	0	3	1
CCCCCc1ccc(S(=O)(=O)Nc2cc(C)ccn2)cc1	-3	-21	-6	-0.3	-1	15	-8	-2	0	-2
Cc1cccc(N2CN=c3s/c(=C\c4ccccn4)c(=O)n3C2)c1	8	39	8	3.1	2	-4	1	1	-4	-3
Cc1cc(NC(=O)/C=C/c2ccc(Cl)cc2)no1	-34	15	-1	3.2	5	-78	24	-1	1	6
O=C(CCCOc1ccc(Cl)cc1Cl)N/N=C\C1CCCCC1	-20	0	-1	-0.1	0	-7	13	6	3	7
CC1(C)Cc2nc3sc(C(=O)NCCO)c(N)c3cc2CO1	0	36	6	2.7	-1	-47	-12	-3	1	3
CCOC(=O)c1c(C)c(C(=O)NC(C)COC)c(C)n1C (centres undefined)	-25	34	1	0.0	5	0	-10	-1	-1	-3
O=C(Nc1c(C(=O)C2CC2)oc2ccccc12)c1ccc(Cl)cc1	-11	24	-4	-1.6	-6	32	-5	-1	1	1
COc1ccccc1N1CCN(S(=O)(=O)c2ccc(-c3ccc(=O)[nH]n3)o2)CC1	-17	17	1	0.0	15	-4	7	0	-1	-4
CN1C2C=C3C(C#N)=C(N)C(C#N)(C#N)[C@@H](c4ccsc4)[C@@H]3C1CC2 (some centres undefined)	-44	29	-1	-0.7	-2	30	-1	18	-2	-8
CCCn1c(=O)[nH]c(=O)c2c(C(F)(F)F)cc(-c3ccc(C)cc3)nc21	-19	4	-2	0.9	1	8	25	-2	4	1
COc1ccc2[nH]c3c(Cl)ncnc3c2c1	-10	1	-6	2.7	4	5	-2	1	1	-10
CC(OC(=O)c1ccc(S(=O)(=O)N2CCCCC2)cc1)C(=O)NC1CCCCC1C (centres undefined)	-13	1	4	0.0	0	3	-12	-1	1	-3
Cc1ccccc1CN1CCC(CNC(=O)C2CCCN(c3ncnc4c3nc3n4CCCCC3)C2)CC1 (centres undefined)	11	-2	5	-0.7	5	-10	0	-1	-2	1
O=C(CN1CCC(n2nnc3cc(C(F)(F)F)ccc32)CC1)N1CCc2ccccc21	9	-1	3	·	0	22	-3	-5	1	-3
O=C(COc1ccccc1)NC1CCCCCCC1	-54	7	4	1.3	3	-67	-10	-1	-4	-7
CCNC(=O)C(=O)Nc1ccc2c(c1)N(S(=O)(=O)c1cccs1)CCC2	·	12	·	-0.1	·	10	-6	-2	5	1
CCOC(=O)C1CCN(S(=O)(=O)c2ccc(C)c(C)c2)CC1	-21	4	-2	-1.0	0	-14	14	-1	1	17
CC1CCC(CN2C(Nc3ccccc3)=NC[C@@H]2C)CC1 (some centres undefined)	-21	10	0	-0.1	-5	2	-11	-1	-8	-6
S=C(NCc1ccco1)Nc1ccc(Cl)c(Cl)c1	3	-32	3	0.8	-1	-51	42	1	1	15
OC(COC(c1ccccc1)c1ccccc1)CN1CCc2ccccc2C1 (centres undefined)	-29	12	5	0.0	-1	-22	-8	·	0	0
O=S(=O)(c1cnccc1N1CCN(CCO)CC1)N1CCCCC1	-9	16	-1	-0.4	-5	3	-19	5	-1	-4
CCC(=O)Nc1c2c(nn1-c1ccc(F)cc1)CS(=O)(=O)C2	-23	11	-3	0.1	-4	-6	24	-3	-6	1
CCOc1ccc(-c2nnc(-c3cccnc3)o2)cc1OCC	-2	2	-1	0.6	-3	16	2	0	4	-3

The list goes on.
SMILES	KLF5 inhibitor	AI-2 QS mod	IEC-6 cytotox	HIF activator	HSP90 refold inh	aSyn 5UTR inh	HSF1 activator	GSK3 alpha inh	GSK3beta inhib	HSF1 inhib
CCCOc1ccc(/C=N/NC(=O)C(C)Sc2ccccn2)cc1OCC (centres undefined)	21	20	5	0.3	0	-16	6	-1	-2	-2
CSc1nnc(C(C)c2ncc(C(F)(F)F)cc2Cl)n1C (centres undefined)	-25	19	-1	0.4	-3	-1	-6	-3	2	1
CC(=O)Nc1ccc(/C=C/c2ccc3c([N+](=O)[O-])cccc3n2)cc1	-38	17	11	4.8	6	-164	39	1	2	21
O=C(Nc1ccccc1F)c1ccc(CSc2ncccn2)cc1	-193	26	-4	1.5	5	-30	10	1	-1	0
Cc1nc(N2CCOCC2)nc(N2CCN(c3ccccc3)CC2)c1[N+](=O)[O-]	-3	4	-8	0.1	-2	12	2	-6	1	-6
COc1cc2c(cc1OC)CN(CC(=O)Nc1ccc(F)cc1)CC2	-21	17	-2	-36	-1	20	-2	1	-1	3
Clc1ccc(Cn2nnc(-c3ccc(N4CCOCC4)cc3)n2)cc1	-18	6	2	0.5	-4	17	28	4	-3	1
COc1ccc(C(=O)N[C@H](C(=O)Nc2ccc(OC)nc2)C(C)C)cc1	-29	17	3	0.0	-2	-53	4	1	-4	9
COc1cc([C@@H]2c3cc4c(cc3[C@@H](O)[C@@H](CO)[C@@H]2CO)OCO4)cc(OC)c1O[Si](C)(C)C(C)(C)C	·	-1	·	-0.1	·	44	6	-33	3	3
O=C(COC(=O)C1CCC1)c1c[nH]c2ccccc12	·	43	·	0.6	·	11	8	-3	-6	-3
O=S(=O)(Nc1ccc2c(c1)nc1n2CCN(Cc2ccccc2)C1)c1ccccc1	-14	4	-1	-0.4	5	-34	4	0	1	-2
COc1ccc(-c2csc(NC(=O)c3ccco3)n2)cc1	-168	2	-7	2.4	0	-241	34	-5	4	19
CCOC(=O)C1CCCN(c2nc3ccccc3nc2C(C#N)C(=O)NCc2ccccc2)C1 (centres undefined)	-22	9	3	-0.3	1	35	0	-2	0	7
CC1CCCN(C(=S)Nc2ccc(F)cc2)C1 (centres undefined)	-25	12	3	0.2	-3	1	38	-1	0	21
NC(=O)C1=C[C@@H](c2csc3ccccc23)C[C@@H](OCCCCO)O1	-38	26	-2	-5.4	5	22	-16	11	-3	-1
Cn1c(=O)cc(SCC(=O)N2CCN(Cc3ccc4c(c3)OCO4)CC2)c2ccccc21	-7	11	-2	0.0	1	-10	40	5	-3	12
COc1ccccc1C(=O)Nc1c(C)n(C)n(-c2ccccc2)c1=O	-19	6	1	0.5	-2	-7	7	-1	0	0
Cc1ccc(S(=O)(=O)/N=C2\SC(CC(=O)Nc3ccc(F)cc3)C(=O)N2c2ccccc2)cc1 (centres undefined)	-8	15	4	-0.1	2	-16	13	-2	5	0
